IL-2 act – IL-2 activation. AID 652025. activation, % (series mostly up to about 46 µM). IL-2 activation reporter assay, cell-based qHTS; stimulated with anti-CD3/CD4/CD28 beads; in transgenic mouse T cells. 0.065% of 360,000 active; in the data active means activation above about 50%; inconclusive means mostly about 30% to 49%; further: 0% is about no effect
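First, unstimulated transgenic mouse T cells were exposed to compound for 60 min. Next, anti-CD3/anti-CD4-coated beads with anti-CD28 were added. Finally, after 18 h at 37 degrees C, EGFP and DsRed were imaged.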
PI5P4K alpha inh – inhibitors of human PI5P4K alpha | P48426 | PI5P4Kalpha enzyme, ADP-Glo luminescence, 60 min; hits give low values | max response, % | 1.2% of 330,000 active; active means max response of -50% or lower; inconclusive means between -30% and -50%; inactive means -30% or higher; further: value at the top dose of about 77 µM; on the % scale 0 is the no-effect control and ±100 the full control effect
Target sequence (P48426 whole entry, looked up): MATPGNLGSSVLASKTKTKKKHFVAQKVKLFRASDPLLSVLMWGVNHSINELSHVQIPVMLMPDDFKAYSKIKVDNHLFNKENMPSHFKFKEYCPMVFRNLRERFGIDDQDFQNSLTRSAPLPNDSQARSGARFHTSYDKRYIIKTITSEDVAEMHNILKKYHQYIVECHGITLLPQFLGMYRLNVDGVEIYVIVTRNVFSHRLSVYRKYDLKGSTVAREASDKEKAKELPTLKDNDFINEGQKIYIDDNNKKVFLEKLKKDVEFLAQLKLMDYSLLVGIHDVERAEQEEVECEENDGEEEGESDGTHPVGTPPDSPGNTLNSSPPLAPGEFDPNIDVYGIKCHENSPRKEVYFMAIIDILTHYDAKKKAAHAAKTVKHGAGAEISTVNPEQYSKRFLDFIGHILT
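Luminescence from ADP-Glo served as readout of PI5P4Kalpha activity in a qHTS format. Reaction: enzyme, substrate, compound, ATP at 5 microM final, 60 min at RT.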
EPAC1 ag – agonists of human EPAC1; 0.073% of 360,000 active; EPAC1 agonist qHTS, biochemical assay; response scale: 100% = response to 6.5 mM cAMP; Potency, µM (top dose mostly 154 µM), without a hit: top-dose activation, usual class: activators; AID 720707; further: potency means the concentration at half of the fitted maximal effect; nearly all actives have a fitted effect of over 60% in size
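Multi-concentration qHTS readout: loss of Rap1B-bound BODIPY-GDP fluorescence driven by 100 nM EPAC1 with excess GDP (50 uM), monitored kinetically at room temperature; agonist response expressed relative to 6.5 mM cAMP.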
WRN inhibitor – blocks human WRN helicase. 0.46% of 360,000 active. AID 651768. Potency, µM (highest dose often 114 µM), for inactives: top-dose activity change, negative = inhibition, most hits filed as inhibitors. Q14191. WRN helicase unwinding, fluorescent forked duplex, kinetic; further: potency means the concentration at half of the fitted maximal effect; on the % scale 0 is the no-effect control and ±100 the full control effect; nearly all actives have a fitted effect of over 55% in size
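Primary qHTS, 1536-well format. 20 nM WRN + compound, 15 min RT; start with 100 nM forked fluorophore/quencher duplex, 2 mM ATP (final); kinetic read ex 525/em 598 nm.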
Abeta yeast res – A-beta toxicity reversal in yeast; Potency, µM (titrated, usually from 46.1 µM), inactives show at the top dose growth rescue, hits mostly activators; 0.063% of 410,000 active; yeast expressing A-beta42, growth rescue, OD600, 48 h; response scale: 0% DMSO, 100% iron-clioquinol control; further: potency means the concentration at half of the fitted maximal effect; nearly all actives have a fitted effect of over 55% in size
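Yeast growth medium received pinned compounds, then yeast cells expressing toxic A-beta were added; plates incubated at 30 C for 48 hr. Growth read as absorbance at 600 nm, normalized to DMSO and equimolar FeCl3 plus clioquinol controls.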
EPAC1 antagonist – blocks human EPAC1 exchange factor; O95398; EPAC1 GEF assay, Rap1b-BODIPY-GDP exchange fluorescence; Potency, µM (titrated, usually from 115 µM), inactives show at the top dose activity change, negative = inhibition, actives largely listed as inhibitors; 0.14% of 360,000 active;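 further: potency means the concentration at half of the fitted maximal effect; plate controls were vehicle for no effect and positive control for full effect; nearly all actives have a fitted effect of over 50% in size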
PLK1 PBD inh – inhibitors of human PLK1 polo-box domain binding | Potency, µM, for inactives: max response, negative = inhibition, most hits filed as inhibitors | P53350 | Plk1 PBD binding of FITC phosphopeptide, fluorescence polarization | 2.8% of 360,000 active; further: potency means the concentration at half of the fitted maximal effect; series mostly up to about 57 µM; on the % scale 0 is the no-effect control and ±100 the full control effect; nearly all actives have a fitted effect of over 65% in size
Target sequence (P53350 whole entry, looked up, the tested form may be a part): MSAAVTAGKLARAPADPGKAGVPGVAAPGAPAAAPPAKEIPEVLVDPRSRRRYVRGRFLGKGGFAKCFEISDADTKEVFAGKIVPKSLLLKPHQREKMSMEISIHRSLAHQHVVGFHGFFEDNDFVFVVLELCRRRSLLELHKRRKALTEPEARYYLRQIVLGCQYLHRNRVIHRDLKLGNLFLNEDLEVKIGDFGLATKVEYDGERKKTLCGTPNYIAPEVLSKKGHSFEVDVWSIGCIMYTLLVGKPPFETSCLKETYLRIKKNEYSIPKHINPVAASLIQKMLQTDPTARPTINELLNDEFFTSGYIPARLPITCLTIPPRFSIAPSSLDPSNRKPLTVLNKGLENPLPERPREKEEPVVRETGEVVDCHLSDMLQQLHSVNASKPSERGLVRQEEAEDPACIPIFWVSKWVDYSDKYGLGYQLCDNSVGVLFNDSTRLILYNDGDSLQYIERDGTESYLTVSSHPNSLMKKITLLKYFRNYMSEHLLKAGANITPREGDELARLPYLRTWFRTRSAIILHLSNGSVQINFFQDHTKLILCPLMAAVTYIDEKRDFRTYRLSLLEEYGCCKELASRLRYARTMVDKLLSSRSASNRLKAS
FUS yeast rescue – rescues growth of FUS-expressing yeast | S. cerevisiae FUS-expressing, growth rescue, OD600, 24 h | Potency, µM (highest dose often 76.6 µM), for inactives: at the top dose growth rescue (activation), hits mostly activators | 0.24% of 390,000 active | AID 1347120;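 further: potency means the concentration at half of the fitted maximal effect; plate controls were DMSO vehicle for no effect and reference control for full effect; nearly all actives have a fitted effect of over 55% in size; some results filed as inactive show a strong effect at the top dose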
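Galactose (2%) drives FUS expression in yeast precultured in raffinose; seeding density OD 0.005. Test compounds incubated 24hr at 30C and 99% humidity before absorbance at 600 nm was measured.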
The depositor's hits bear a star; ? = inconclusive; . = no result given; & = joins results of further samples; [ ] = dose if it differs, or a comment. Unless noted, the call rests on the fitted dose curve; in most records, active means well fitted curve in the direction sought with a large enough effect; inconclusive means small, poorly fitted or top-dose-only effect, or another doubt; inactive means no such curve, though single readings can be large; an effect the other way counts as inactive or inconclusive.

Screens in order: IL-2 act	PI5P4K alpha inh	EPAC1 ag	WRN inhibitor	Abeta yeast res	EPAC1 antagonist	PLK1 PBD inh	FUS yeast rescue
1. O=C(Nc1ccccc1Sc1ccccc1)c1ccccc1
    -2.3	28	12%	-13%	?	-12%	-8%	17%
2. CCC(CC)NC(=O)C1CCN(c2ccc(S(=O)(=O)N3CCOCC3)cc2[N+](=O)[O-])CC1
    -0.1	2	-6%	-2%	-7%	-23%	-2%	6%
3. C=CCOC(=O)C1=C(C)Nc2nc3ccccc3n2C1c1ccncc1 (stereo unspecified)
    0.3	.	-16%	-10%	14%	0%	-2%	9%
4. C=CCn1c(SCC(=O)c2cccs2)nc2sc(CC)cc2c1=O
    -1.0	2	7%	-13%	-7%	-1%	-3%	-5%
5. Clc1ccccc1OCCCCn1ccnc1
    -1.0	.	-1%	-2%	0%	6%	-5%	22%
6. CC(C)N(Cc1nnc(-c2ccc(Cl)cc2)o1)C(=O)c1cc2ccccc2o1
    -0.2	4	7%	-4%	-15%	-12%	-4%	?
7. O=C1CCCCC1(c1ccccc1)c1ccccc1
    0.1	-6	7%	-18%	11%	-1%	3%	5%
8. Cc1cccc(C)c1NC(=O)/C(C#N)=C/c1ccc(-c2ccc(C(=O)O)cc2)o1
    1.8	?	-2%	-20%	-3%	-1%	-4%	-3%
9. CCOc1ccccc1NC(=O)CSc1nnc(CNC(=O)c2cccs2)o1
    -2.4	1	9%	0%	15%	-30%	-25%	-5%
10. O=C(O)CSc1cc(NS(=O)(=O)c2cccc([N+](=O)[O-])c2)c2ccccc2c1O
    -3.1	-29	24%	40µM*	-2%	?	1.5µM*	18%
11. O=C(Nc1ccc(CN2CCOCC2)cc1)c1ccc(F)cc1
    0.7	2	6%	8%	-4%	18%	1%	-23%
12. CCS(=O)c1ccccc1C(=O)OCC(=O)Nc1ccc2ccccc2c1 (stereo unspecified)
    1.0	1	-9%	4%	7%	-16%	1%	23%
13. COCCNC(=O)C1(C)CCCN(Cc2sc(C)nc2C)C1 (stereo unspecified)
    -0.5	4	1%	13%[57.1 µM]	-13%	?	-14%	-17%
14. COc1ccc(NC(=O)/C=C/c2ccc(S(=O)(=O)N3CCOCC3)cc2)cc1
    1.3	2	-1%	4%	-3%	-20%	0%	-16%
15. Clc1ccc(OCc2nnc(SCCN3CCCCC3)n2Cc2ccco2)cc1
    0.5	-4	-2%	-6%	6%	2%	-13%	15%
16. CCCOc1ccc(C(O)(CCN2CCCCC2)c2ccccc2OC)cc1 (stereo unspecified)
    -2.3	7	5%	-9%	-6%	-26%	-10%	-13%
17. COC(=O)c1cc(Oc2ccc(C(=O)OC)cc2N)cc(C(=O)OC)c1
    -1.7	2	15%	-7%	3%	0%	4%	6%
18. CCOc1ccc(NS(=O)(=O)c2ccc(OC)c(C)c2)cc1
    -2.1	.	12%	-3%	-12%	-2%	1%	23%
19. Cc1nn(-c2ccc(N3CCOCC3)nn2)c(C)c1CCC(=O)NCc1ccccc1F
    -1.5	3	5%	3%	5%&2%	6%	-8%	10%&19%
20. C=CCc1cccc2cc(C(=O)NC3=C(C#N)CCC3)c(=O)oc12
    2.5	7	3%	-5%	1%	9%	0%	0%
21. COc1ccc(NC(=O)CN(C)C(=O)CC2CCCCC2)cc1
    -3.7	5	2%	21%	1%	9%	-21%	4%
22. CC1CCc2nn(CC(=O)NCCCN3CCCCC3)cc2C1 (stereo unspecified)
    2.4	1	1%	0%	13%	1%	-6%	-26%
23. Cc1cc(C(=O)NCCc2ccc(S(N)(=O)=O)cc2)no1
    -0.1	-3	9%	3%	3%	16%	0%	14%
24. COc1cccc(-c2cc(C(=O)NN3CCOCC3)c3ccccc3n2)c1
    0.6	-3	-4%	8%	2%	-11%	3%	.
25. COc1ccc(OCC(=O)N/N=C2/C=C(C)CC2)cc1
    5.3	-16	7%	-3%	-1%	3%	-11%	5%
26. O=C(CSc1nc2ccccc2c(=O)[nH]1)c1ccccc1
    -0.4	.	-3%	0%	5%	6%	-11%	32%
27. COc1ccc(NS(=O)(=O)c2cc(C(=O)N(C)CCc3ccccn3)ccc2Cl)cc1
    1.2	-8	-8%	-8%	-19%	-7%	-1%	0%
28. Cc1cccc(OCCCn2c(CCNC(=O)C(C)C)nc3ccccc32)c1
    0.7	9	-7%	-4%	16%	1%	1%	7%
29. COc1ccc2ncc(S(=O)(=O)c3ccccc3)c(N3CCC4(CC3)OCCO4)c2c1
    -2.7	5	-1%	-1%	10%	-28%	-6%	16%
30. Cc1cc(C(=O)C(=O)N(C)C)c(C)n1-c1ccc(Cl)cc1
    -0.8	4	-12%	-2%	3%	-23%	-5%	4%
31. CCOc1ccc(OCC)c(NC(=O)C(NS(=O)(=O)c2ccc3c(c2)oc(=O)n3C)C(C)C)c1 (stereo unspecified)
    -2.5	.	-5%	4%	-10%	15%	-6%	56%
32. CCCOc1ccc(C(F)(F)F)cc1NC(=O)c1cc(C)on1
    -0.5	1	-1%	4%	8%	-4%	-14%	-18%
33. CCOC(=O)Cn1nc(-c2ccccc2)c2cnc3ccc(C)cc3c21
    -4.7	4	-1%	-2%	-12%	5%	-10%	-19%
34. Cc1c(-c2cccc(Cl)c2)nc2ccccc2c1C(=O)OCC(=O)Nc1ccc2c(c1)OCO2
    -4.6	-1	5%	-5%	-10%	-6%	3%	28%
35. CN1CCN(CCOCCOc2ccc(Br)cc2Cl)CC1
    0.6	1	16%	5%	-2%	2%	4%	-18%
36. O=C(COC(=O)COc1ccc(Br)cc1)Nc1ccc2c(c1)OCCO2
    -0.5	5	-17%	6%	-12%	-3%	-2%	-24%
37. COc1cccc(CN(C)C(=O)c2cccc(S(=O)(=O)Nc3cccc(C)c3)c2)c1OC
    -3.7	-3	10%	-7%	-2%	?	-7%	47%
38. CC(OC(=O)CNC(=O)c1ccc(Br)cc1)C(=O)NC1CCCCC1C (stereo unspecified)
    -0.5	19	-5%	-5%	-5%	-9%	-4%	-20%
39. COc1ccc(N2CC(C(=O)NCc3ccccc3)CC2=O)cc1 (stereo unspecified)
    0.7	1	5%	6%	-8%	2%	-4%	5%
40. O=C(N[C@H]1C/C=C\C[C@@H](CC(=O)N(CCO)Cc2ccccc2)C(=O)N2CCC[C@H]2COC1=O)OCC1c2ccccc2-c2ccccc21
    -0.5	-3	9%	-10%	-4%	4%	-13%	23%

Pulled by compound from the list above:
Screens in order: IL-2 act	PI5P4K alpha inh	EPAC1 ag	WRN inhibitor	Abeta yeast res	EPAC1 antagonist	PLK1 PBD inh	FUS yeast rescue
40. O=C(N[C@H]1C/C=C\C[C@@H](CC(=O)N(CCO)Cc2ccccc2)C(=O)N2CCC[C@H]2COC1=O)OCC1c2ccccc2-c2ccccc21
    -0.5	-3	9%	-10%	-4%	4%	-13%	23%
21. COc1ccc(NC(=O)CN(C)C(=O)CC2CCCCC2)cc1
    -3.7	5	2%	21%	1%	9%	-21%	4%

(listing goes on)
Screens in order: IL-2 act	PI5P4K alpha inh	EPAC1 ag	WRN inhibitor	Abeta yeast res	EPAC1 antagonist	PLK1 PBD inh	FUS yeast rescue
41. c1ccc(Nc2nc3ccccc3n3nnnc23)cc1
    -1.4	3	9%	-1%	-5%	9%	-17%	-17%
42. CN(c1ccc(OCC(=O)OCC(=O)Nc2ccc([N+](=O)[O-])cc2)cc1)S(=O)(=O)c1cccs1
    -2.6	-22	9%	?	8%	10%	-3%	.
43. COc1ccc(-c2csc(NC(C)c3nc4cc(C(F)(F)F)ccc4n3CCOCCO)n2)cc1 (stereo unspecified)
    -0.2	0	-16%	-4%	1%	-16%	-15%	?
44. O=C(Nc1cc2c(cc1Br)OCCO2)c1cccnc1
    2.5	0	-9%	15%	-6%	13%	5%	13%
45. CCCOc1ccc(S(=O)(=O)NCCN2CCOCC2)c2ccccc12
    0.5	-6	6%	-32%	-13%	-13%	-16%	-9%
46. COc1ccccc1N1CC(C(=O)NCCC2=CCCCC2)CC1=O (stereo unspecified)
    -0.5	-2	-10%	8%	0%	8%	-16%	-14%
47. CCOC(=O)C1=C(C)N=C2c3ccccc3C(=O)C2C1c1ccc(C)cc1 (stereo unspecified)
    0.9	2	2%	-1%	-8%	1%	-5%	19%
48. CN(Cc1ccccc1)S(=O)(=O)c1cccs1
    -1.1	.	16%	-10%[57.1 µM]	6%	-3%	-2%	-7%
49. CCOC(=O)N1CCC(NC(=O)c2sc3nc4n(c(=O)c3c2C)CCCC4)CC1
    -2.1	-2	0%	0%	3%	14%	-1%	12%
50. CC(NCc1cc(Br)ccc1OCC(=O)NCc1ccccc1)c1ccccc1 (stereo unspecified)
    -0.8	11	5%	-11%	13%	-10%	-1%	-19%
51. Cc1nc(NC(=O)C(C)(C)C)sc1C(=O)Cn1cc(CCCC#N)nn1
    0.4	-2	9%	0%	-4%	-19%	-11%	-11%
52. O=C(COc1ccccc1[N+](=O)[O-])NCC1(N2CCCCC2)CCCCC1
    0.1	-1	8%	-10%	-12%	-8%	-7%	-3%
53. CN1C(=O)/C(=C/C=C2/CCCN2C)N(C)C1=S
    1.1	3	-16%	3%	-1%	?	33%[activator]	3%
54. COc1ccccc1CNC(=O)C1CCC(CNS(=O)(=O)c2cccs2)CC1 (stereo unspecified)
    -0.3	-5	3%	-1%[57.1 µM]	-12%	-16%	-4%	-4%
55. COc1cc(CN(C)c2ncnc3sccc23)ccc1OC(F)F
    -3.0	2	4%	0%	-7%	1%	-5%	-8%
56. O=C(NCc1cccc(Cl)c1)c1cc(=O)[nH]c2ccccc12
    0.3	-2	2%	-8%	0%	-1%	-6%	1%
57. O=S(=O)(Nc1nc2ccccc2s1)c1ccc(Cl)nc1
    -1.8	-1	5%	4%	-2%	2%	1%	4%
58. c1ccc(Cn2nnc3c(NCCN4CCOCC4)ncnc32)cc1
    0.5	.	8%	-6%	15%	-3%	-8%	-9%
59. COc1ccc([C@@H]2C[C@H]3[C@@H](CN2S(=O)(=O)c2ccccc2)C(=O)C[C@@H](c2cccc(Cl)c2)N3S(=O)(=O)c2ccc(C)cc2)cc1
    -0.1	1	-2%	-11%	2%	-5%	-1%	39%
60. CCC(=O)Nc1nc2ccccc2n1CCN1CCOCC1
    0.5	3	5%	-6%	0%	-6%	-1%	-5%
61. O=C(O)C1=C[C@@H](c2ccc3c(c2)OCO3)C[C@@H](OCCCCO)O1
    -0.6	7	-4%	-2%	-4%	-12%	-5%	-26%
62. c1ccc(-c2ccc(CN3C[C@@H]4C(c5ccccc5)C5(c6ccccc6)CC4(C5)[C@H]3c3ccccc3)cc2)cc1 (stereo partly specified)
    -0.3	1	8%	-2%	3%	9%	-2%	14%
63. COc1ccc2nc(N(CCN(C)C)C(=O)c3ccc4ccccc4c3)sc2c1
    0.6	-7	-10%	4%	-4%	2%	-5%	5%

Screening data deposited in PubChem BioAssay by National Center for Advancing Translational Sciences (NCATS).
